USP1 inh: Inhibitors of USP1/UAF1: Primary Screen; Ubiquitin carboxyl-terminal hydrolase 1 (Homo sapiens), O94782; recombinant USP1/UAF1, Ub-Rhodamine cleavage fluorescence; Potency, µM (titrated, usually from 57.1 µM), for the others: at the top dose activity change, negative = inhibition, actives largely listed as inhibitors; hit rate 0.23% among 390,000; note: potency is the fitted concentration of half-maximal effect; % is set by controls: 0 for no effect and ±100 for the full control effect; nearly all actives have a fitted effect of over 60% in size; inactives centre near -12
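USP1/UAF1 complex (1 nM) preincubated 15 min at room temperature with compound, then Ub-Rho substrate (150 nM final) added. Kinetic fluorescence at 480/540 nm over 6 reads at 60 s intervals; 50 mM HEPES pH 7.8, 0.5 mM EDTA, 0.1 mg/ml BSA, 1 mM TCEP, 0.01% Tween-20.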
GLS inh: qHTS for Inhibitors of Glutaminase (GLS); Glutaminase kidney isoform, mitochondrial (Homo sapiens), O94925; GLS enzymatic activity, qHTS titration; Potency, µM (series often up to 45.5 µM), for inactives: top-dose activity change, negative = inhibition, usual class: inhibitors; hit rate 0.21% among 410,000; AID 624170, 2012; note: potency is the fitted concentration of half-maximal effect; % is set by controls: 0 for no effect and ±100 for the full control effect
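Enzyme dispensed in phosphate buffer (45 mM, pH 8.2, 0.02% Tween-20), compounds pinned in, then 1 mM L-glutamine solution and the glutamate oxidase–HRP–Amplex Red mix added; fluorescence read immediately and again after 30 min at room temperature.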
HP1b binding inh: HTS for Inhibitors of HP1-beta Chromodomain Interactions with Methylated Histone Tails; AlphaScreen HP1-beta / biotin-H3K9me3 peptide binding; Chromobox protein homolog 1 (Homo sapiens), P83916; Potency, µM (highest dose often 114 µM), without a hit: top-dose activity change, negative = inhibition, usual class: inhibitors; hit rate 0.56% among 390,000; note: potency is the fitted concentration of half-maximal effect; nearly all actives have a fitted effect of over 70% in size; inactives centre near 23
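HP1-beta protein (50 nM final) preincubated 30 min at room temperature with biotinylated H3(1-18)K9me3 peptide (50 nM) in PBS pH 7.4, 0.01% Tween-20, then compound added for 30 min. AlphaScreen streptavidin donor/nickel chelate acceptor beads (10 ug/mL final), 30 min dark, luminescence read.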
PGK inhibitor: qHTS Assay to Find Inhibitors of Phosphoglycerate Kinase; Phosphoglycerate kinase, glycosomal (Trypanosoma brucei brucei), P07378; PGK/GAPDH coupled, Kinase-Glo luminescence, 60 min; Potency, µM (top dose mostly 57.5 µM), without a hit: top-dose activity change, negative = inhibition, hits mostly inhibitors; hit rate 0.043% among 380,000; AID 602233, 2012; note: potency is the fitted concentration of half-maximal effect; % is set by controls: 0 for no effect and ±100 for the full control effect; nearly all actives have a fitted effect of over 60% in size
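Recombinant glycosomal PGK reaction used 1,3-bisphosphoglycerate generated in-well by GAPDH (100nM final) in 100mM TEA pH 7.6, 5mM MgCl2, 0.01% Tween-20. After 60 minutes at room temperature, ATP was read by Kinase-Glo Plus luminescence end-point.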
TrxR1 substrate: qHTS Assay for Substrates of Mammalian Selenoprotein Thioredoxin Reductase 1 (TrxR1): qHTS; Thioredoxin reductase 1, cytoplasmic (Rattus norvegicus), O89049; hit rate 0.01% among 390,000; Potency, µM (top dose mostly 114 µM), without a hit: at the top dose activity change, negative = substrate turnover; purified TrxR1 substrate turnover, NADPH consumption readout; note: potency is the fitted concentration of half-maximal effect; % is set by controls: 0 for no effect and ±100 for the full control effect; nearly all actives have a fitted effect of over 50% in size
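Rat TrxR1, dispensed at 90 nM, was prereduced with 400 uM NADPH (final) for 5 min at ~22 deg C, then incubated with compound 15 min before 400 uM selenite. A first-read NADPH fluorescence drop versus no-compound background flagged substrates.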
PI4K2A inh: qHTS for small molecular inhibitors of PI4K2A. purified PI4K2A, ADP-Glo luminescence, 1 h; active compounds read low. activity change, negative = inhibition, % at 76.9 µM. hit rate 0.13% among 420,000. AID 1346378, 2018; in the data active = activity change below about -50%; inconclusive = mostly about -30% to -49%;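 note: -100% = wells without enzyme as full effect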
Target sequence (Q9BTU6 whole entry, looked up): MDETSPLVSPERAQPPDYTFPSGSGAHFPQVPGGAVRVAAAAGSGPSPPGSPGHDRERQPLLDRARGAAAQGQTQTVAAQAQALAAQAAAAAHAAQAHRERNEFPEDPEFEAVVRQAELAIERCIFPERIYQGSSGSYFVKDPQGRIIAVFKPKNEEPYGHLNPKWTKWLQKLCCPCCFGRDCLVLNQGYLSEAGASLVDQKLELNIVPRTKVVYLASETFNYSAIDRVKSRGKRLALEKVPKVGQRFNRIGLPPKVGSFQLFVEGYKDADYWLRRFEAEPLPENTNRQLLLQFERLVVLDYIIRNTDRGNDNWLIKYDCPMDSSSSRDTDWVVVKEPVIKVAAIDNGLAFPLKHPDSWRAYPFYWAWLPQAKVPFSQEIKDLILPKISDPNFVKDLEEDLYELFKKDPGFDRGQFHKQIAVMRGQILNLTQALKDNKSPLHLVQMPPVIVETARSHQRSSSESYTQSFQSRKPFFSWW
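ADP-Glo luminescence measured ADP generated by PI4K2A enzyme (4 ug/mL before mixing) with 1.2 mM PI substrate (pre-mix) and 300 microM ATP (pre-mix). Tris pH7.5 buffer with MgCl2, Triton X-100; 1 h reaction at ambient temperature.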
TrxR1 inh: qHTS Assay for Inhibitors of Mammalian Selenoprotein Thioredoxin Reductase 1 (TrxR1): qHTS; recombinant rTrxR1, NADPH fluorescence consumption, selenite substrate; hit rate 1% among 390,000; Potency, µM (series often up to 114 µM), for inactives: at the top dose activity change, negative = inhibition, actives largely listed as inhibitors; Thioredoxin reductase 1, cytoplasmic (Rattus norvegicus), O89049; note: potency is the fitted concentration of half-maximal effect; % is set by controls: 0 for no effect and ±100 for the full control effect; nearly all actives have a fitted effect of over 65% in size
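Rat TrxR1 (90 nM in the dispensed reagent) was pre-reduced with 400 uM NADPH for 5 min at room temperature, then incubated with compound for 15 min. After 400 uM selenite was added, NADPH fluorescence (Ex 340/Em 450 nm) was followed for 8 min.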
IDH1 R132H inh: qHTS for Inhibitors of mutant isocitrate dehydrogenase 1 (IDH1): qHTS; Isocitrate dehydrogenase [NADP] cytoplasmic (Homo sapiens), O75874; IDH1-R132H enzyme, NADPH consumption, diaphorase/resazurin fluorescence; Potency, µM (top dose mostly 76.6 µM), for inactives: top-dose activity change, negative = inhibition, usual class: inhibitors; hit rate 0.093% among 390,000; AID 602179, 2012; note: potency is the fitted concentration of half-maximal effect; % is set by controls: 0 for no effect and ±100 for the full control effect; nearly all actives have a fitted effect of over 65% in size
Target sequence (O75874 whole entry R132H, stated change not applied): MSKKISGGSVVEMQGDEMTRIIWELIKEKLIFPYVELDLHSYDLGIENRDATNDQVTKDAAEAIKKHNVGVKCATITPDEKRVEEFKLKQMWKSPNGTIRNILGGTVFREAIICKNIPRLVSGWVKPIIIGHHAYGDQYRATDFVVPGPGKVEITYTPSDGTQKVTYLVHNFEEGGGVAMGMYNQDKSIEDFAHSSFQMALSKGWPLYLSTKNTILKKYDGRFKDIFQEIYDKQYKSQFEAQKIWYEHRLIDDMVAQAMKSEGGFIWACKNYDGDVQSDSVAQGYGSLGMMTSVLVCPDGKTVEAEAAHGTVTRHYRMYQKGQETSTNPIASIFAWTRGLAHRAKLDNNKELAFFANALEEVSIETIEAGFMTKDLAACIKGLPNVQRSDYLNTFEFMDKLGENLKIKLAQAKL
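IDH1-R132H (0.5 ug/mL) preincubated 30 min with compound, then NADPH (0.016 mM) and alpha-KG (2 mM) added; 80 min at RT, pH 7.5. Remaining NADPH coupled via diaphorase/resazurin to fluorescence (540/590 nm); concentration-response curves normalized to no-enzyme control.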
Pin1 inh: qHTS Assay to Find Inhibitors of Pin1; Peptidyl-prolyl cis-trans isomerase NIMA-interacting 1 (Homo sapiens), Q13526; Pin1 FP peptide displacement, HiFluor488, 10 min; Potency, µM (highest dose often 115 µM), for inactives: top-dose activity, negative = inhibition, usual class: inhibitors; hit rate 0.009% among 390,000; active = well fitted inhibition curve with a large enough effect in the polarisation, with a control signal flat, not every such curve was filed as active; inconclusive = small, poorly fitted or top-dose-only effect, or effect the other way, or a change in a side signal; inactive = no such curve, though single readings can be large or run the other way; the % refers to the polarisation; note: potency is the fitted concentration of half-maximal effect; % is set by controls: 0 for no effect and ±100 for the full control effect
Target sequence (Q13526 whole entry, looked up): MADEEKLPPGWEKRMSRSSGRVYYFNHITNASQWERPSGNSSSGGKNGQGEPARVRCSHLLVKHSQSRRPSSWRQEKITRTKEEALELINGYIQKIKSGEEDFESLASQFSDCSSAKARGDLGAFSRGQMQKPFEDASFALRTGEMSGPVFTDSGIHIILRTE
* marks the source's active call; other numbers are inactive results; i = inactive; ? = inconclusive; . = no result given; [ ] = another dose, or the depositor's remark. Unless noted, calls come from the whole dose curve; as a rule, active = well fitted curve in the direction sought with a large enough effect; inconclusive = small, poorly fitted or top-dose-only effect, or another doubt; inactive = no such curve, though single readings can be large; an effect the other way counts as inactive or inconclusive. The list is partial; the hit share may differ from the screen's.

SMILES	USP1 inh	GLS inh	HP1b binding inh	PGK inhibitor	TrxR1 substrate	PI4K2A inh	TrxR1 inh	IDH1 R132H inh	Pin1 inh
Cc1ccc(S(=O)(=O)N2CCCCC2C(=O)NCc2ccco2)cc1 (configuration not stated)	-9%	4%	-8%	-7%	14%	-3	?	5%	-5%
Cc1ccc(/C=C/C(=O)Nc2cccnc2)o1	-2%	66%[activator]	?	0%	4%[57.1 µM]	-8	32µM*	10%	-2%
CCOC(=O)c1cc(-c2csc(COc3ccccc3)n2)on1	-21%	-5%	62%[activator]	i	1%	-2	16%	13%	5%
CC(C)(C)S(=O)N1Cc2ccc(CO)cc2[C@H]1CCO (some centres not stated)	-24%	-3%	35%	-1%	4%	-1	1%	-5%	-2%
COc1ccc(/C(O)=C2/C(=O)C(=O)N(CCN(C)C)C2c2ccc(C)cc2)cc1Cl (configuration not stated)	-22%	13%	34%[activator]	1%	-10%	1	-25%	6%	1%
COCCNC(=O)c1cc2nc(-c3ccc(F)cc3)cc(C(F)(F)F)n2n1	11%	3%	13%	i	5%[57.1 µM]	0	24%[57.1 µM]	-3%	24%
O=C(Nc1ccccc1)Nc1ccccc1-n1ccnc1	-17%	2%	42%[activator]	-3%	4%	3	14%	1%	5%
O=C(Nc1nc2n(n1)C(c1ccc(F)cc1)CC(c1ccccc1)N2)c1ccco1 (configuration not stated)	-24%	-7%	46%[activator]	1%	3%	-1	14%	0%	-10%
N#CC1=C(N)OC2=C(C(=O)CCC2)C1c1cc2c(cc1Cl)OCO2 (configuration not stated)	4%	9%	15%	-4%	0%	0	14%	9%	-4%
C=C(CCO)C1=CCN(S(=O)C(C)(C)C)[C@@H]1CCO (some centres not stated)	1%	0%	37%	-2%	-14%	-5	-34%	-5%	5%
COc1ccccc1OCCNC(=O)C(c1ccccc1)c1ccccc1	-11%	1%	27%	i	1%	-4	27%	1%	-6%
O=C(Cn1cnc2ccccc2c1=O)Nc1ccc(S(=O)(=O)N2CCCC2)cc1	-12%	-6%	104%[activator]	i	-16%[57.1 µM]	-5	35%[57.1 µM]	5%	-2%
C=CCn1c(NCc2c[nH]c3ccccc23)nc2ccccc21	-5%	-7%	-2%	4%	-8%	-2	4%	-4%	2%
COC(=O)C1=NNC2(c3ccc(C)cc3)C(=O)N(c3ccc(C)cc3)C(=O)C12 (configuration not stated)	-22%	5%	17%	8%	-5%	-1	10%[57.1 µM]	0%	-5%
Clc1ccccc1OCCN1CCC(Cc2ccccc2)CC1	-20%	1%	?	i	4%	0	3%	7%	-3%
c1ccc(Cn2c(Sc3nnnn3-c3ccccc3)nnc2-c2ccccc2)cc1	-1%	15%	16%	.	8%	14	15%	4%	1%
O=C(NNC1=NCCC1)c1cccc(Br)c1	4%	28%	3%	5%	-7%[57.1 µM]	-6	-6%[57.1 µM]	-12%	-1%
Cc1nc(NCc2cccnc2)c2c3c(sc2n1)CCCC3	-9%	-8%	37%[activator]	8%	5%[57.1 µM]	6	9%[57.1 µM]	14%	0%
CCN(CC)CCCNC(=O)C1c2ccccc2Oc2ccccc21	-15%	-10%	22%	-5%	7%[57.1 µM]	6	6%[57.1 µM]	7%	3%
COc1ccc(NC(=O)CN(C)C(=O)C2CC(=O)N(Cc3ccc(C)cc3)C2)cc1 (configuration not stated)	-9%	7%	6%	i	-9%	-4	-7%	6%	-3%
Cc1ccc(C)c(NC(=O)C(=O)NCCc2c[nH]c3ccccc23)c1	-25%	-7%	44%[activator]	-2%	6%	3	13%	0%	-2%
Cc1c(NC2=C(Cl)C(=O)N(c3ccccc3Cl)C2=O)c(=O)n(-c2ccccc2)n1C	-11%	-6%	2%	-12%	9%	0	20µM*	-1%	-6%
COc1ccc(C(=O)Nc2nc3nc(C)c(Cc4ccccc4)c(=O)n3[nH]2)cc1OC	?	1%	28%	-3%	2%	3	9%	7%	-12%
S=C1NCCNC(=S)NCCOCCOCCOCCN1	-15%	0%	40%[activator]	-6%	-12%[57.1 µM]	-2	20%[57.1 µM]	-1%	-2%
CCc1cc(=O)oc2c(C)c(OCC(=O)NCCCN3CCOCC3)ccc12	-9%	6%	16%	6%	19%	9	-21%	-4%	-3%
CN1CCN(Cc2c(C#N)c3ccccc3n2C)CC1	-21%	0%	26%	3%	0%	-2	-2%	3%	-7%
CCCCn1c(N)c(N(CC)C(=O)c2ccc([N+](=O)[O-])c(C)c2)c(=O)[nH]c1=O	-20%	-8%	30%	i	5%[57.1 µM]	-2	1%[57.1 µM]	3%	-2%
Cc1ccc(C)c(C(=O)CN2C(=O)c3ccccc3S2(=O)=O)c1	-12%	-5%	22%	-2%	-1%[57.1 µM]	10	7%[57.1 µM]	5%	-2%
COCCNC(=O)C1Cc2c(ccc3ccccc23)O1 (configuration not stated)	-20%	-2%	48%[activator]	3%	11%[57.1 µM]	-14	-1%[57.1 µM]	6%	0%
Cc1ccc(-c2nnc(Nc3ccc(C(=O)N(C)C)cc3)c3ccccc23)cc1S(=O)(=O)N(C)C	-22%	2%	27%	-1%	-7%	1	4%	0%	2%
Cc1ccc(NC(=O)CSc2nnc3ccc(-c4ccncc4)nn23)cc1	-6%	10%	28%	-6%	0%	1	11%	4%	0%
Cc1ccc(S(=O)(=O)NCC2CCC(C(=O)N3CCN(C)CC3)CC2)cc1 (configuration not stated)	-22%	-1%	11%	8%	-5%	3	15%	-2%	1%
CC(=O)c1ccccc1NC(=O)COC(=O)Cc1cccc(C(F)(F)F)c1	-2%	7%	52%[activator]	-3%	-10%	4	-5%	10%	-1%
CCOC(=O)C1C(c2cccc([N+](=O)[O-])c2)C2C(=O)NN=C2CC1(C)O (configuration not stated)	-14%	8%	30%	-2%	1%[57.1 µM]	4	5%[57.1 µM]	1%	-4%
O=C(NCCCn1ccnc1)/C(=C\c1cccnc1)NC(=O)c1ccccc1Br	-11%	7%	10%	6%	-6%	8	-4%	-2%	?
Cc1cccc(C(=O)NCCc2ccc(S(N)(=O)=O)cc2)c1[N+](=O)[O-]	-5%	5%	24%	-1%	-16%	4	-17%	4%	-8%
CCC(C)(C)NC(=O)CN(Cc1ccc2c(c1)OCO2)C(=O)CCC(=O)Nc1cc(C)ccn1	-17%	-13%	30%	-4%	8%[57.1 µM]	-5	3%[57.1 µM]	8%	-4%
Cc1ccc(NC(=O)CN2C(=O)N/C(=C/c3ccco3)C2=O)cc1	-1%	-3%	5%	-8%	-3%[11.4 µM]	?	-7%[11.4 µM]	4%	?
CCc1ccc(-c2cc(C)no2)cc1S(=O)(=O)NCCCN1CCN(c2ccccc2)CC1	-25%	11%	0%	-7%	-10%	-2	-6%	4%	3%
CCOC(=O)C1CCN(C(c2ccc(C)cc2)c2c(O)cc(C)n(CCOC)c2=O)CC1 (configuration not stated)	-9%	2%	40%[57 µM]	-7%	1%[57.1 µM]	-1	?	17%	2%
CCOc1ccc(CCNC(=O)c2cc3cc4cc(OC)ccc4nc3s2)cc1OCC	-1%	-11%	21%	-3%	-3%	-7	10%	-1%	5%
COc1ccccc1/C(O)=C(\C#N)c1nc2ccccc2[nH]1	-7%	17%	27%	-3%	15%[57.1 µM]	0	7%[57.1 µM]	-6%	13%
O=C1OC(CN(Cc2ccccc2)Cc2ccccc2)CN1N=Cc1ccc([N+](=O)[O-])o1 (configuration not stated)	-23%	-20%	-13%	-2%	-15%	-3	56µM*	1%	15%
CCn1c2c(c3cc(Br)ccc31)CCC/C2=N\O	-21%	0%	68%[activator]	i	-2%	-1	-7%	4%	7%
CN(C)/C=C/C(=O)c1cccc(C(F)(F)F)c1	-7%	5%	28%	-9%	-8%[57.1 µM]	0	27%[57.1 µM]	19%	-1%
CN(Cc1n[nH]c(=S)n1C)S(=O)(=O)c1ccccc1	-6%	31%[activator]	26%	-2%	8%	1	-2%	0%	-14%
O=C(NC1CCCCC1)N1CCN(Cc2nc3ccccc3c(=O)[nH]2)CC1	-17%	-12%	25%	i	-4%	2	-11%	2%	-17%
O=[N+]([O-])c1cccnc1SCc1c(F)cccc1Cl	-17%	-7%	7%	i	0%	3	15%	9%	-12%
CN1CCOc2ccc(S(=O)(=O)NCCc3ccc(Cl)cc3)cc21	-14%	11%	-6%	-3%	-2%	6	28%	0%	-12%
